STK33 inh – human STK33 kinase inhibition; hit rate 0.44% among 27,000; inhibition, % at 12.5 µM; ADP-Glo luminescence, MBP substrate; AID 2322; in the data active = inhibition above about 20%
Target sequence (Q9BYT3 whole entry, looked up): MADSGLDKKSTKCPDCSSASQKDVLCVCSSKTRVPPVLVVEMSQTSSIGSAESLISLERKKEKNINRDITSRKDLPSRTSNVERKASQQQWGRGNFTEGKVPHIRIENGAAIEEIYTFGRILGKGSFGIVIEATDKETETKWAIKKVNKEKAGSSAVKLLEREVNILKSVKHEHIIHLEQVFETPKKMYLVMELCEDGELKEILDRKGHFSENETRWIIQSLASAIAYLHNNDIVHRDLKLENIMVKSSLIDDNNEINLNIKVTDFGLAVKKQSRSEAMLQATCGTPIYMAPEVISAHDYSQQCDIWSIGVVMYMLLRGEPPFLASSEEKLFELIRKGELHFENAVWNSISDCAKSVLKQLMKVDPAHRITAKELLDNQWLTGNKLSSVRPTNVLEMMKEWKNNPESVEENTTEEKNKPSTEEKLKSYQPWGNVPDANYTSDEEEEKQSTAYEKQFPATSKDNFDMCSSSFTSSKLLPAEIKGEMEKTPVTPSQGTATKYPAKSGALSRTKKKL
mut p53 react – mutant p53 pathway reactivation | SW480 PUMA-promoter luciferase | activation, % at 9.98 µM | hit rate 1.5% among 28,000 | AID 624151; in the data active = activation above about 52%
* = called active by the depositor; / = not tested or not shown. These rows are one share of the data; count on the stated rates, not on these rows.

Values run as follows: STK33 inh | mut p53 react
> C[C@@H]1CN([C@@H](C)CO)C(=O)Cc2cc(NC(=O)Cn3cnnn3)ccc2O[C@@H]1CN(C)Cc1ccc(C(=O)O)cc1
→ -0.3 | /
> C[C@@H]1CCCCO[C@H](CN(C)C(=O)C2CCCCC2)[C@H](C)CN([C@H](C)CO)C(=O)c2cc(N(C)C)ccc2O1
→ / | -13.0
> Cc1ccc(S(=O)(=O)N(C)C[C@@H]2Oc3ccc(NC(=O)Cc4ccccc4)cc3C(=O)N([C@H](C)CO)C[C@H]2C)cc1
→ 0.6 | /
> C[C@@H]1CN([C@@H](C)CO)C(=O)c2cccc(NS(=O)(=O)c3cn(C)cn3)c2O[C@@H]1CN(C)C(=O)Nc1ccc(C(F)(F)F)cc1
→ / | 2.4
> C[C@@H]1CN([C@H](C)CO)C(=O)Cc2cc(NS(=O)(=O)c3cn(C)cn3)ccc2O[C@@H]1CN(C)C(=O)Nc1ccccc1
→ -1.2 | /
> C[C@@H]1CN([C@@H](C)CO)C(=O)c2cc(NC(=O)Nc3ccc4c(c3)OCO4)ccc2O[C@H]1CN(C)C(=O)NC1CCCCC1
→ / | -7.5
> CCCN(C)C[C@@H]1Oc2cc(C#Cc3ccccc3F)ccc2S(=O)(=O)N([C@@H](C)CO)C[C@@H]1C
→ / | -15.1
> COc1ccc(S(=O)(=O)Nc2ccc3c(c2)CC(=O)N([C@H](C)CO)C[C@H](C)[C@@H](CN(C)Cc2ccccc2)O3)cc1
→ / | 6.7
> C[C@H](O)C#Cc1cnc2c(c1)C(=O)N([C@H](C)CO)C[C@H](C)[C@@H](CN(C)C(=O)c1ccccc1)O2
→ / | 15.8
> C[C@H]1CCCCO[C@@H](CN(C)Cc2ccccc2)[C@@H](C)CN([C@@H](C)CO)C(=O)c2cc(NC(=O)Nc3ccc4c(c3)OCO4)ccc2O1
→ / | -29.4
> CC(C)NC(=O)N(C)C[C@H]1Oc2ncc(C#Cc3ccccc3F)cc2C(=O)N([C@@H](C)CO)C[C@H]1C
→ / | -11.1
> C[C@H](CO)N1C[C@H](C)[C@H](CN(C)Cc2ccc(C(=O)O)cc2)Oc2c(NC(=O)C3CCOCC3)cccc2C1=O
→ / | 1.7
> COc1ccc2[nH]c(C(=O)c3ccccc3)cc2c1
→ / | -34.3
> C[C@@H]1CN([C@H](C)CO)C(=O)Cc2cc(NC(=O)C3CC3)ccc2O[C@H]1CN(C)S(=O)(=O)c1ccc(Cl)cc1
→ 1.4 | /
> Cc1cc(C)nc(SCCS(=O)(=O)Cc2ccc(Cl)cc2)n1
→ -4.0 | 6.4
> COc1ccc(OC)c(NC(=O)CN(c2ccccc2Br)S(C)(=O)=O)c1
→ 0.0 | -17.3
> C[C@@H]1CCCCO[C@@H](CN(C)Cc2ccc(C(=O)O)cc2)[C@H](C)CN([C@H](C)CO)C(=O)c2cc(NC(=O)C3CCCCC3)ccc2O1
→ / | 11.4
> CC(C)NC(=O)Nc1ccc2c(c1)C(=O)N([C@@H](C)CO)C[C@H](C)[C@@H](CN(C)S(=O)(=O)c1cn(C)cn1)O2
→ 1.5 | /
> C[C@@H]1CCCCO[C@@H](CN(C)C(=O)C2CCCCC2)[C@H](C)CN([C@@H](C)CO)C(=O)c2cc(NS(=O)(=O)c3cccs3)ccc2O1
→ / | -20.3
> CC(=O)Nc1ccc(C(=O)Nc2ccc(S(=O)(=O)Nc3nccs3)cc2)cc1
→ -2.0 | -14.8
> COC(=O)c1cc(NC2c3ccccc3C(=O)N2c2ccccn2)cc(C(=O)OC)c1 (configuration not stated)
→ / | 10.9
> COC(=O)COc1cccc(NC(=O)c2ccccc2Cl)c1
→ -1.4 | -0.7
> C[C@@H]1CN([C@H](C)CO)C(=O)Cc2cc(NC(=O)C3CC3)ccc2O[C@@H]1CN(C)S(=O)(=O)c1ccccc1
→ -2.8 | /
> C[C@H](CO)N1C[C@H](C)[C@H](CN(C)S(=O)(=O)c2cn(C)cn2)Oc2c(NS(C)(=O)=O)cccc2C1=O
→ / | 1.9
> C[C@H]1CN([C@@H](C)CO)C(=O)CCCn2cc(nn2)CO[C@@H]1CN(C)C(=O)Nc1ccc(-c2cccs2)cc1
→ 0.4 | 37.2
> Cc1noc(C)c1NC(=O)Nc1cccc2c1O[C@@H](CN(C)S(=O)(=O)c1cccs1)[C@H](C)CN([C@H](C)CO)C2=O
→ / | -2.7
> CC1(C)CC(=O)c2c(O)cc(OCC(=O)c3ccccc3)cc2O1
→ 3.1 | 62.3*
> Cc1cc(N(CC(=O)NC(C)C)S(C)(=O)=O)ccc1Br
→ 1.4 | -1.1
> O=C(Nc1sccc1C(=O)N1CCOCC1)c1cccnc1
→ -1.3 | -4.3
> O=C(COc1ccc(Cl)cc1)N1CCN(Cc2ccc3c(c2)OCO3)CC1
→ -1.2 | /
> C[C@@H]1CCCCO[C@@H](CN(C)Cc2ccncc2)[C@H](C)CN([C@@H](C)CO)C(=O)c2cc(NC(=O)CCCN(C)C)ccc2O1
→ / | -1.6
> CC(C)C#Cc1cnc2c(c1)C(=O)N([C@H](C)CO)C[C@@H](C)[C@H](CN(C)C(=O)CC1CC1)O2
→ / | 11.7
> C[C@@H]1CN([C@H](C)CO)C(=O)c2cc(NC(=O)Cc3cn(C)c4ccccc34)ccc2O[C@H]1CN(C)C(=O)Nc1ccccc1
→ / | -12.1
> O=C1CC2(CCCC2)CC(=O)N1CCNCC1COc2ccccc2O1 (configuration not stated)
→ 1.5 | /
> Cc1noc(C)c1NC(=O)N(C)C[C@@H]1Oc2ccc(NS(=O)(=O)c3cccs3)cc2CC(=O)N([C@H](C)CO)C[C@@H]1C
→ -0.5 | 0.9
> COc1ccc(S(=O)(=O)N(C)C[C@@H]2Oc3ccc(NS(=O)(=O)c4c(C)noc4C)cc3CC(=O)N([C@H](C)CO)C[C@H]2C)cc1
→ 1.5 | /
> COc1ccc(NC(=O)Nc2ccc3c(c2)CC(=O)N([C@H](C)CO)C[C@@H](C)[C@H](CN(C)C(=O)Nc2ccccc2)O3)cc1
→ -1.7 | /
> Cc1ccc(S(=O)(=O)N(C)C[C@@H]2OCCCC[C@@H](C)Oc3ccc(NC(=O)Cc4ccccc4)cc3C(=O)N([C@@H](C)CO)C[C@H]2C)cc1
→ / | -17.8
> C[C@H](CO)N1C[C@H](C)[C@H](CN(C)C(=O)Nc2ccc3c(c2)OCO3)Oc2ccc(NS(=O)(=O)c3ccc(F)cc3)cc2C1=O
→ 0.9 | /
> C[C@@H]1CN([C@@H](C)CO)C(=O)CCCn2nncc2CO[C@@H]1CN(C)Cc1ccccc1
→ 0.8 | 0.8
> C[C@@H]1CN([C@@H](C)CO)C(=O)CCCn2nncc2CO[C@@H]1CN(C)C(=O)Nc1ccccc1F
→ -0.2 | 6.8
> O=C(O)Cc1ccc(NC(=O)c2cccnc2C(=O)O)cc1
→ -1.3 | -15.6
> CS(=O)(=O)N(CC(=O)Nc1ccc2ccccc2c1)c1cccc2ccccc12
→ 0.9 | -6.6
> C[C@H]1CN([C@@H](C)CO)C(=O)c2cc(NC(=O)CCN3CCOCC3)ccc2O[C@@H]1CN(C)S(=O)(=O)c1cn(C)cn1
→ 3.1 | /
> NC(=O)CSc1nnc(-c2ccccc2O)n1-c1ccccc1
→ 2.3 | 10.3
> C[C@@H]1CN([C@@H](C)CO)C(=O)c2cc(NC(=O)CCCN(C)C)ccc2O[C@@H]1CN(C)C(=O)Nc1cccc2ccccc12
→ / | -6.7
> CCOC(=O)Nc1ccc2c(c1)nc(CN1CCOCC1)n2C
→ -0.9 | 3.6
> CCOc1cccc2cc(C(=O)NCc3ccco3)c(=O)oc12
→ -3.0 | 24.6
> CC1(C)CC(=O)C2=C(C1)N(CCN1CCOCC1)C1=C(C(=O)CC(C)(C)C1)C2c1cccc(Cl)c1
→ -1.9 | /
> C[C@@H]1CN([C@@H](C)CO)C(=O)Cc2cc(NS(C)(=O)=O)ccc2O[C@@H]1CN(C)Cc1ccc(-c2ccccc2)cc1
→ -2.6 | -3.1
> CCn1c(SCC(=O)Nc2ccc3c(c2)OCCO3)nnc1-c1ccccc1O
→ 0.6 | -5.3
> C[C@H]1CN([C@@H](C)CO)C(=O)c2cc(NC(=O)CCN3CCOCC3)ccc2O[C@@H]1CN(C)C(=O)Nc1cccc2ccccc12
→ -0.1 | /
> COc1cc(OC)c(C(=O)CCCCN2CCC3(CC2)NC(=O)NC3=O)cc1NS(=O)(=O)c1ccc(C(F)(F)F)cc1
→ / | -1.1
> C[C@H]1CN([C@@H](C)CO)C(=O)Cc2cc(NC(=O)CCC(F)(F)F)ccc2O[C@@H]1CN(C)S(=O)(=O)c1cccs1
→ 1.7 | /
> Cc1ccc(OCCCSc2nc(C)cc(=O)[nH]2)c(I)c1
→ -1.2 | 19.1
> Cc1cc(C)c(C#N)c(SCC(O)CNc2ccc(Cl)cc2)n1 (configuration not stated)
→ -5.3 | 39.4
> O=C(c1ccccc1Br)N1CCN(c2ccc([N+](=O)[O-])c(NCc3cccnc3)c2)CC1
→ 1.6 | 1.3
> C[C@@H]1CN([C@@H](C)CO)C(=O)c2cc(NC(=O)C3CC3)ccc2O[C@@H]1CN(C)S(=O)(=O)c1cccs1
→ -0.3 | -2.8
> CCN(CC)C(=O)c1sc(NC(=S)Nc2nc(C)cc(C)n2)c(C(=O)OC)c1C
→ -4.0 | -4.5
> C[C@@H]1CN([C@H](C)CO)C(=O)Cc2cc(NC(=O)Cc3cn(C)c4ccccc34)ccc2O[C@@H]1CN(C)S(=O)(=O)c1ccc(Cl)cc1
→ 0.2 | /

Next section.
Values run as follows: STK33 inh | mut p53 react
> C[C@H]1CN([C@@H](C)CO)C(=O)Cc2cc(NC(=O)C3CCCCC3)ccc2O[C@@H]1CN(C)Cc1ccc(Oc2ccccc2)cc1
→ -0.9 | /
> COc1ccc(C#Cc2cnc3c(c2)C(=O)N([C@H](C)CO)C[C@H](C)[C@H](CN(C)C(=O)Nc2ccc4c(c2)OCO4)O3)cc1OC
→ 16.0 | /
> Cc1ccc(C)c(N2CCN(C(=O)CN3CC(c4ccccc4)CC3=O)CC2)c1 (configuration not stated)
→ / | -4.9
> Cc1sc2ncnc(NCCOCCO)c2c1C
→ -5.5 | -21.4
> Cc1noc(C)c1NC(=O)N(C)C[C@H]1Oc2ccc(N(C)C)cc2C(=O)N([C@@H](C)CO)C[C@H]1C
→ 1.8 | /
> C[C@@H]1CN([C@H](C)CO)C(=O)Cc2cc(NS(=O)(=O)c3cn(C)cn3)ccc2O[C@@H]1CN(C)Cc1ccc(C(=O)O)cc1
→ -1.2 | /
> O=C1c2ccccc2C(=O)N1CC1OCc2ccccc2CO1
→ 1.5 | /
> CC(C)C[C@@H]1NC(=O)[C@@H]2C[C@H](C(=O)O)[C@H](c3cccc(OCCO)c3)N2C1=O
→ 2.9 | /
> CC(C)OC(=O)N(C)C[C@@H]1OCc2cn(nn2)CCCC(=O)N([C@@H](C)CO)C[C@H]1C
→ 1.0 | /
> C[C@H](CO)N1C[C@H](C)[C@@H](CN(C)C)Oc2c(NC(=O)Nc3ccccc3)cccc2C1=O
→ / | 26.2
> CNC[C@@H]1Oc2cc(C#Cc3cccnc3)ccc2S(=O)(=O)N([C@@H](C)CO)C[C@H]1C
→ / | 4.7
> C[C@H]1CN([C@@H](C)CO)C(=O)c2cccc(NS(=O)(=O)c3ccc(Cl)cc3)c2O[C@H]1CN(C)Cc1ccc(C(=O)O)cc1
→ / | 2.5
> C[C@H]1CCCCO[C@@H](CN(C)Cc2ccc(C(F)(F)F)cc2)[C@@H](C)CN([C@@H](C)CO)C(=O)c2cc(NS(C)(=O)=O)ccc2O1
→ / | -7.3
> C[C@@H]1CN([C@@H](C)CO)C(=O)c2cc(NS(=O)(=O)c3cccs3)ccc2O[C@H]1CN(C)CC1CC1
→ / | 2.5
> COC(=O)c1cn(CC(=O)NCC2CCCO2)c2ccccc12 (configuration not stated)
→ 1.4 | -8.5

Complete entries, looked up by structure:
Shown for CCCN(C)C[C@@H]1Oc2cc(C#Cc3ccccc3F)ccc2S(=O)(=O)N([C@@H](C)CO)C[C@@H]1C : STK33 inh = /; mut p53 react = -15.1
Shown for COC(=O)c1cn(CC(=O)NCC2CCCO2)c2ccccc12 (configuration not stated) : STK33 inh = 1.4; mut p53 react = -8.5

(next part)
Values run as follows: STK33 inh | mut p53 react
> Cc1noc(C)c1S(=O)(=O)N(C)C[C@@H]1Oc2ccc(NS(=O)(=O)c3ccc(Cl)cc3)cc2CC(=O)N([C@H](C)CO)C[C@@H]1C
→ -1.9 | 0.2
> C[C@H]1CN([C@@H](C)CO)C(=O)c2cc(NS(=O)(=O)c3ccc(F)cc3)ccc2O[C@@H]1CN(C)S(C)(=O)=O
→ -1.9 | /
> O=C(COc1ccc(C(=O)Nc2cccc(C(F)(F)F)c2)cc1)Nc1ccccc1F
→ 1.9 | -4.9
> COc1ccc(S(=O)(=O)N(C)C[C@@H]2Oc3ccc(NC(=O)NC4CCCCC4)cc3CC(=O)N([C@H](C)CO)C[C@@H]2C)cc1
→ 3.6 | /
> Cc1noc(C)c1NC(=O)Nc1ccc2c(c1)CC(=O)N([C@H](C)CO)C[C@H](C)[C@H](CN(C)S(=O)(=O)c1ccc(F)cc1)O2
→ -0.7 | /
> C[C@@H]1CN([C@H](C)CO)C(=O)CCCn2nncc2CO[C@@H]1CN(C)S(=O)(=O)c1ccc(F)cc1
→ -0.9 | /
> COCC(=O)N(C)C[C@H]1Oc2cc(-c3cccc(F)c3)ccc2S(=O)(=O)N([C@@H](C)CO)C[C@H]1C
→ / | 3.0
> Cc1ccc(C(=O)CSc2ncnc3sc4c(c23)CCCC4)cc1C
→ 0.7 | 12.7
> C[C@H](CO)N1C[C@H](C)[C@H](CN(C)C(=O)Nc2ccccc2)OCCCC[C@H](C)Oc2ccc(NS(=O)(=O)c3ccccc3)cc2C1=O
→ / | -11.0
> C[C@@H]1CN([C@@H](C)CO)C(=O)Cc2cc(NS(=O)(=O)c3cn(C)cn3)ccc2O[C@@H]1CN(C)S(C)(=O)=O
→ 5.6 | /
> C[C@@H]1CN([C@H](C)CO)C(=O)Cc2cc(NS(=O)(=O)c3cn(C)cn3)ccc2O[C@H]1CN(C)Cc1ccncc1
→ -1.3 | /
> Nc1nnc(SCC(=O)c2ccc3ccccc3c2)s1
→ -1.5 | 94.8*

Screening results as filed in PubChem BioAssay.
